AmpC inh det – inhibitors of E. coli AmpC beta-lactamase with detergent; purified AmpC, nitrocefin hydrolysis with detergent; Potency, µM (top dose mostly 28.7 µM), for inactives: top-dose activity change, negative = inhibition; 71,000 compounds, 0.09% hits; active means well fitted curve in the direction sought with a large enough effect
Target sequence (P00811 whole entry, looked up): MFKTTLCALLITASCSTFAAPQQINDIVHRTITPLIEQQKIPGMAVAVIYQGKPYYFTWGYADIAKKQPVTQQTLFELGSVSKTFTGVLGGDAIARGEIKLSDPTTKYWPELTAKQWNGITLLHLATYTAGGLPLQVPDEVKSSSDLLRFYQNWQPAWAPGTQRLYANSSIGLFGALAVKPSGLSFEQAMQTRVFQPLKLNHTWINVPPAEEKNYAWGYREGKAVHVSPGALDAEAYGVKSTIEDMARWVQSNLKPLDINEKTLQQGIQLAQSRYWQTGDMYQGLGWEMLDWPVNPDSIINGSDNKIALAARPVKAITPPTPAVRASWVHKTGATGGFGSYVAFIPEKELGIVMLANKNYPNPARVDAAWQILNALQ
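E. coli AmpC (5.3 nM) in 20 mM phosphate pH 7.0 with 0.01% Triton X-100, preincubated 15 min RT with compound; nitrocefin (2 uL of 800 uM stock) hydrolysis followed by 480 nm absorbance every 20 s over 4 min.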
* marks the source's active call; other numbers are inactive results; [ ] = dose if it differs, or a comment. On the % scale 0 is the no-effect control and ±100 the full control effect; potency means the concentration at half of the fitted maximal effect. The list is partial. The share of hits here may be higher or lower than overall.

SMILES	AmpC inh det
CC(C)(C)c1ccc(OCC(=O)NC2CCS(=O)(=O)C2)cc1 (stereo not given)	-3%
CCOc1ccc(Nc2nc(C)cc(C)c2C#N)cc1	-4%
O=C(O)/C=C1\CCCc2ccccc2[C@H]1O	0%
COc1ccc(Cl)cc1N(CC(=O)Nc1ccc2c(c1)OCO2)S(C)(=O)=O	0%
O=S(=O)(Nc1cccc2cccnc12)c1ccc(S(=O)(=O)N2CCCC2)cc1	16%
Cc1ccccc1NC(=O)N1C2CCCC1CC(NC(=O)C1CC1)C2 (stereo not given)	12%
COc1ccc(C)cc1NC(=O)C1CC(=O)OC12CCCCC2 (stereo not given)	-2%
CN(C)c1cccc(-c2nnc(SCCCC#N)o2)c1	-2%
Cc1ccc(C2CC(C(F)(F)F)n3ncc(C(=O)NCc4ccco4)c3N2)cc1 (stereo not given)	16%
O=C(NCc1ccccn1)c1cc(-n2cnnc2)ccc1Cl	0%
CCOC(=O)c1c(C(C)(C)C)oc2ccc(OCC#N)cc12	-7%
Cc1noc(C)c1C(=O)N1CCC[C@@]2(CCN(Cc3cc(C(F)(F)F)cc(C(F)(F)F)c3)C2)C1	-2%
Cc1ccccc1-n1c(Cn2c(=O)sc3ccccc32)nnc1SCC(=O)N1CCCC1	4%
COc1c(F)c(F)c(C(=O)Nc2ccc(NC(=O)c3ccco3)cc2)c(F)c1F	-2%
CC(C)=NNc1ncnc2nc[nH]c12	-1%[5.75 µM]
C=CCOc1cccc(C2c3c(oc4ccc(F)cc4c3=O)C(=O)N2CCCN2CCOCC2)c1 (stereo not given)	10%
CCC(C)(C)NC(=O)C(c1ccncc1)N(Cc1cccs1)C(=O)Cn1nnc2ccccc21 (stereo not given)	6%
Cc1cnc(CNc2cc(-c3cccc(NS(C)(=O)=O)c3)ncn2)cn1	8%
CCOC(=O)Cc1cnc(NC(=O)c2ccccc2)s1	-3%
Cc1cc(NC(=O)CCC(=O)N(c2ccccc2)C2(C(=O)NC3CCCCC3)CCCC2)no1	-6%
O=c1nc(-c2ccccc2)c2cc(Cl)ccc2[nH]1	12%
O=C(C1CCCO1)N1CCN(S(=O)(=O)c2ccccc2)CC1 (stereo not given)	8%
CC(NC(=O)c1ccco1)C(c1cccs1)N1CCN(c2ccc(F)cc2)CC1 (stereo not given)	14%
CSc1cccc(NC(=O)CN(C2CCCCC2)S(C)(=O)=O)c1	-5%
COc1ccc(CCNc2nc(C)nc3c2oc2ccccc23)cc1OC	-2%
C/C(=N\NC(N)=S)c1ccc[nH]1	-3%[5.75 µM]
Cc1[nH]nc2c1C(c1ccc(OC(=O)c3ccco3)cc1)C(C#N)=C(N)O2 (stereo not given)	-6%
CC(=O)O[C@H]1C(=O)[C@]2(C)[C@H]([C@H](OC(=O)c3ccccc3)[C@@]3(O)C[C@H](OC(=O)[C@@H](O)[C@@H](NC(=O)c4ccccc4)c4ccccc4)C(C)=C1C3(C)C)[C@]1(OC(C)=O)CO[C@@H]1C[C@@H]2O	2%
CN1C=C(C(F)(F)F)C=C/C1=C(\C#N)c1nnc2n1CCCCC2	1%
CN(C)CCNC(CC(=O)Nc1ccc(Cl)c(Cl)c1)C(=O)O (stereo not given)	-5%
O=C(Nc1cccc2ccccc12)N1CCN(c2ccc(F)cc2)CC1	0%
CCOC(=O)c1ccc(COC(=O)CNC(=O)CNC(=O)c2ccc(OC)cc2)o1	-4%
O=C1c2ccccc2C(Nc2ccc(F)cc2F)N1CCN1CCOCC1 (stereo not given)	0%
CC(=O)OCC1OC(c2ccccc2)C(OC(C)=O)C(OC(C)=O)C1OC(C)=O (stereo not given)	4%
O=C(CNC(=O)Cn1ccc2ccccc2c1=O)NCCCN1CCCCCC1	5%
COc1cc(S(=O)(=O)NCc2ccccc2)ccc1F	-2%
Cc1c(N=C/C=C/c2ccccc2)cnn1C	0%
COc1ccc(C(c2nnnn2C(C)(C)C)N2CCN(c3nc4ccccc4s3)CC2)cc1 (stereo not given)	10%
COc1ccc(OC)c(NC(=O)CSc2nnnn2-c2ccccc2F)c1	-1%
Cn1c(CCNC(=O)C(C)(C)C)nc2ccccc21	1%
Cc1cnc(CNc2cc(-c3cccnc3)ncn2)cn1	13%
O=C(Nc1ccc(NC(=O)C2CC2)nc1)c1ccncc1	13%
CC1(C(=O)NC2CCCC2)CCC(=O)N1Cc1cccs1 (stereo not given)	-5%
COc1ccc(NC(=O)CSc2nnc(-c3ccccc3C)n2N)cc1	-1%
O=S(=O)(Nc1nc2ccccc2s1)c1ccc(Br)s1	-3%
CN(c1ccc(C(=O)NCCSCc2ccco2)cc1)S(C)(=O)=O	-4%
COC(=O)N1CCC2(CCCN(C(=O)Nc3cccc(C#N)c3)C2)CC1	-1%
O[C@H](C[C@@H]1CCCCN1)c1ccc2c(c1)oc1ccccc12	0%[5.75 µM]
CC(=O)c1c(C)cc(C)c(CSc2nc(C)cc(=O)[nH]2)c1C	-4%
CC(C)CNC(=O)c1cc(-c2ccc(Br)cc2)on1	10%
COc1ccc(N)c(C)c1	8%
CCCCn1c(=S)[nH]c2ncccc2c1=O	-2%
CCOc1ccccc1NS(=O)(=O)c1c(C)noc1C	-4%
Cc1nc2nc(-c3cccs3)cn2nc1C	15%
O=C(Cc1c(O)c2ccccc2[nH]c1=O)OC1CCCCC1	9%
O=c1cc[nH]c2cccc(Cc3ccccc3)c12	-1%
CC(=O)Nc1nc(COc2ccccc2)cs1	-4%
CCn1c(O)c(C=NCCN2CCOCC2)sc1=S	-1%
COc1cccc(C(=O)OCn2nnc3ccccc3c2=O)c1OC	12%
CC(C)(C)c1cc(NC(=O)COC(=O)C2CC2)n(-c2ccccc2)n1	18%

A second format for part of the listing above:
CC(C)CNC(=O)c1cc(-c2ccc(Br)cc2)on1
  AmpC inh det: 10%
COc1ccc(N)c(C)c1
  AmpC inh det: 8%

(further entries)
SMILES	AmpC inh det
COCCN1C(=O)c2ccccc2C(C(=O)NCc2ccco2)C1c1c[nH]c2ccccc12 (stereo not given)	-6%
Cc1ccc(C(=O)Nc2c(C(=O)NCc3ccco3)cnn2-c2ccccc2)cc1	-4%
CNC(=O)C1CC(=O)N(c2ccc(C)cc2)C1 (stereo not given)	-1%
COc1ccccc1NC(=O)C1C2CCCCC21 (stereo not given)	-4%
CC1(C)NC(=O)N(c2ccccc2Cl)C1(C)NO (stereo not given)	-6%
Cc1ccc2c(c1)NC(=O)C(CC(=O)NCCCN1CCN(c3cc(Cl)ccc3C)CC1)O2 (stereo not given)	8%
CC(C)(C)OC(=O)N1CCNc2ccccc2C1	8%
O=C(CNCC1CCCO1)Nc1ccccc1N1CCOCC1 (stereo not given)	11%
CC(Oc1ccc(Br)cc1)C(=O)N1CCc2ccccc21 (stereo not given)	-5%
CC(C)n1cnc2c(C(=O)N[C@H]3CN4CCC3CC4)cc(Cl)cc21	-3%
CC1CCN(C(=O)Cc2nn(C)c(=O)c3ccccc23)CC1	1%
CCC(C)c1ccccc1NC(=O)c1cccnc1 (stereo not given)	-2%
Cc1onc(-c2ccccc2Cl)c1C(=O)NCc1nc(-c2ccccc2)no1	20%
CCOC(=O)N1CCC(NC(=O)CN2C(=O)CSc3nc(C)cc(C)c32)CC1	6%
O=c1ccc(=O)[nH][nH]1	9%
COc1ccc(C(=O)c2cnc(C(C)C)n2C)cc1	7%
COc1ccc(C(C)C)cc1S(=O)(=O)NCc1ccccn1	-3%
Cc1cc(C(=O)Nc2cccc(C(=O)O)c2)oc1C	-1%
CC(NC(=O)c1ccncc1)C(c1cccs1)N1CCOCC1 (stereo not given)	17%
CCOc1ccccc1NC1c2ccccc2C(=O)N1c1cccnc1 (stereo not given)	0%
COC(=O)[C@@]1(Cc2ccccc2)[C@H]2c3cc(C(=O)N(C)C)n(C)c3C[C@H]2CN1C(=O)c1ccccc1	0%
COCCn1c(SCC(=O)N(C(C)C)C(C)C)nnc1-c1cc2ccccc2cc1O	0%
Cc1cccc(S(=O)(=O)C(C#N)c2nc3ccccc3nc2N2CC(C)OC(C)C2)c1 (stereo not given)	-1%
Cc1ccc2cc(CN(Cc3ccco3)S(=O)(=O)c3c(C)ccc4nsnc34)c(=O)[nH]c2c1	1%
COc1cccc(-n2c(SCC(=O)N3CCCC3)nc3c([nH]c4ccccc43)c2=O)c1	0%
CSc1nc2nc3c(c(=O)n2[nH]1)CN(Cc1ccccc1)CC3	-1%
CCOc1ccc(OCC)c(NC(=O)CN(C)S(=O)(=O)c2cnc[nH]2)c1	8%
COc1ccc(OCCCSc2ncccn2)cc1	5%
CCC(=O)Oc1ccc2c(C)c(Cl)c(=O)oc2c1	7%
Nc1nonc1/C(=N/O)N1CCCC1	8%
C#CCCCC(=S)Nc1ccccc1	17%
O=C(CCN1C(=O)C2C3C=CC(C3)C2C1=O)NCC1CCCO1 (stereo not given)	-2%
CCc1nnc(NC(=O)Cn2nc(-c3ccccc3OC)ccc2=O)s1	1%
CCOC(=O)CNC(=O)C1CCCN(c2ncccn2)C1 (stereo not given)	-2%
O=C(Nc1ccccc1C(F)(F)F)c1ccc(F)c(S(=O)(=O)N2CCOCC2)c1	-2%
COc1ccc(N2C(=O)C3CCCN3C2c2ccccc2)cc1Cl (stereo not given)	-1%
COc1cccc(C(=O)Nc2cccc(-c3nnc(-c4ccccc4)o3)c2)c1	7%
CNC[C@@H](SC)c1ccc(O)c(O)c1	-5%[5.75 µM]
Cc1nn(C(C)C(=O)O)c2ccccc12 (stereo not given)	0%
CC1CCc2c(C(=O)NCC3CCCO3)csc2C1 (stereo not given)	-8%
Cc1ccc2[nH]c(=O)c(CN(Cc3cccnc3)C(=O)c3ccncc3)cc2c1	-4%
CCOC(=O)c1nnc2cc(-c3ccc(Br)cc3)nn2c1C	-1%
CCCCC(=O)Nc1ccc(NC(=O)c2ccccc2OC)cn1	-5%
c1ccc2c(NCCN3CCOCC3)nc(-c3ccoc3)nc2c1	8%
O=C(O)Cn1nc(C(F)(F)F)c2c1CCCCC2	-4%
Cc1cc2ncn(C3CC(=O)N(Cc4ccc(N5CCCC5=O)cc4)C3=O)c2cc1C (stereo not given)	11%
CCCCCn1c(N)c(C#N)c2nc3ccccc3nc21	8%
COC(=O)c1ccc(N2CCOCC2)c(NC(=O)Nc2cccc(OC)c2)c1	7%
Cc1cc(C)n(CCCNCC(O)c2ccccc2)n1 (stereo not given)	5%
COc1cccc(-c2nc(CS(=O)(=O)CC(=O)NCCCOC(C)C)c(C)o2)c1	-1%
CC(C(=O)NCc1ccc2c(c1)OCO2)N1c2cccc3cccc(c23)S1(=O)=O (stereo not given)	-4%
COc1ccc(C(=O)N2CCC3(CCCN(CC(C)C)C3)CC2)cc1	2%
O=C(O)c1sccc1S(=O)(=O)c1ccccc1	3%
COc1ccc(OC)c(S(=O)(=O)Nc2ccc(CC(=O)O)cc2)c1	-4%
O=C(NCCc1ccccc1)c1noc2c1CCCCC2	-2%
Cc1cc(C)nc(NC(=O)c2cccc(Cl)c2)n1	2%
NC(=O)C1CCN(c2ncnc3c(-c4ccccc4)nsc23)CC1	-1%
c1ccc(-n2ncc3c2ncn2cnnc32)cc1	9%
Cc1ccc(C(C(=O)NCc2ccco2)N(CC2CCCO2)C(=O)Cn2nnc3ccccc32)cc1 (stereo not given)	9%
CN1C(=O)C2(NCCc3c2[nH]c2ccccc32)c2ccccc21 (stereo not given)	14%
(listing goes on)
SMILES	AmpC inh det
CCCCC/C=C\C/C=C\C/C=C\C/C=C\CCCC(=O)NCC(=O)O	-5%
CCC/C(O)=C1\C(=O)CC(C)(C)CC1=Nc1ccccc1OC	-2%
Cc1ccc(O)c(C(CC(=O)N2CCCC2)c2ccccc2)c1 (stereo not given)	9%
COc1cc(NC(=O)Cc2ccc(Cl)cc2)ccc1NC(=O)c1ccco1	-2%
CCOC(=O)C1=C(C)NC(C)=C(C(=O)OCC)C1c1nc2ccccc2[nH]1	-2%

Gathered by group, the compounds so far with an aryl methoxy group (26)
SMILES	AmpC inh det
COc1ccc(Cl)cc1N(CC(=O)Nc1ccc2c(c1)OCO2)S(C)(=O)=O	0%
COc1ccc(C)cc1NC(=O)C1CC(=O)OC12CCCCC2 (stereo not given)	-2%
COc1c(F)c(F)c(C(=O)Nc2ccc(NC(=O)c3ccco3)cc2)c(F)c1F	-2%
COc1ccc(CCNc2nc(C)nc3c2oc2ccccc23)cc1OC	-2%
CCOC(=O)c1ccc(COC(=O)CNC(=O)CNC(=O)c2ccc(OC)cc2)o1	-4%
COc1cc(S(=O)(=O)NCc2ccccc2)ccc1F	-2%
COc1ccc(C(c2nnnn2C(C)(C)C)N2CCN(c3nc4ccccc4s3)CC2)cc1 (stereo not given)	10%
COc1ccc(OC)c(NC(=O)CSc2nnnn2-c2ccccc2F)c1	-1%
COc1ccc(NC(=O)CSc2nnc(-c3ccccc3C)n2N)cc1	-1%
COc1ccc(N)c(C)c1	8%
COc1cccc(C(=O)OCn2nnc3ccccc3c2=O)c1OC	12%
COc1ccccc1NC(=O)C1C2CCCCC21 (stereo not given)	-4%
COc1ccc(C(=O)c2cnc(C(C)C)n2C)cc1	7%
COc1ccc(C(C)C)cc1S(=O)(=O)NCc1ccccn1	-3%
COc1cccc(-n2c(SCC(=O)N3CCCC3)nc3c([nH]c4ccccc43)c2=O)c1	0%
COc1ccc(OCCCSc2ncccn2)cc1	5%
CCc1nnc(NC(=O)Cn2nc(-c3ccccc3OC)ccc2=O)s1	1%
COc1ccc(N2C(=O)C3CCCN3C2c2ccccc2)cc1Cl (stereo not given)	-1%
COc1cccc(C(=O)Nc2cccc(-c3nnc(-c4ccccc4)o3)c2)c1	7%
CCCCC(=O)Nc1ccc(NC(=O)c2ccccc2OC)cn1	-5%
COC(=O)c1ccc(N2CCOCC2)c(NC(=O)Nc2cccc(OC)c2)c1	7%
COc1cccc(-c2nc(CS(=O)(=O)CC(=O)NCCCOC(C)C)c(C)o2)c1	-1%
COc1ccc(C(=O)N2CCC3(CCCN(CC(C)C)C3)CC2)cc1	2%
COc1ccc(OC)c(S(=O)(=O)Nc2ccc(CC(=O)O)cc2)c1	-4%
CCC/C(O)=C1\C(=O)CC(C)(C)CC1=Nc1ccccc1OC	-2%
COc1cc(NC(=O)Cc2ccc(Cl)cc2)ccc1NC(=O)c1ccco1	-2%

Source: PubChem BioAssay
